Screening results (PubChem)
GLP-1R agonist: qHTS of GLP-1 Receptor Agonists; AID 624172, 2012; HEK293 GLP-1R CRE-luciferase, luminescence, 4-6 h; cells express a hypersensitive GLP-1R form; 380,000 compounds, 0.007% hits; Potency, µM (series often up to 45.6 µM), for the others: at the top dose activation, usual class: activators; note: potency is the fitted concentration of half-maximal effect; % of control where 0% means no effect
Target sequence (P43220 whole entry, looked up): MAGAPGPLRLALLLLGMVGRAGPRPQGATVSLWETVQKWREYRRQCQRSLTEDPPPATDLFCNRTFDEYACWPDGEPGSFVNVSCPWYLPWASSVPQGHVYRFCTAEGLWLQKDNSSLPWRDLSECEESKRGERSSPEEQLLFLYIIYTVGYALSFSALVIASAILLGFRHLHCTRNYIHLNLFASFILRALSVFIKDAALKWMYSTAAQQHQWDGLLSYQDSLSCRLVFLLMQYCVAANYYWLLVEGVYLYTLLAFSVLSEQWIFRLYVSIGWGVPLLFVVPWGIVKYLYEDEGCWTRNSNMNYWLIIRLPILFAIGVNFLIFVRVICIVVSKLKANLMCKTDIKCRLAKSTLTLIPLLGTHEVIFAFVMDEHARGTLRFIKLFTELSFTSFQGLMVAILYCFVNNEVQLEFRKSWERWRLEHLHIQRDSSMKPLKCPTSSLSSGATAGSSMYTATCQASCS
GLP1R cytotox: qHTS of GLP-1 Receptor Inverse Agonists: Cytotox Screen | Potency, µM (series often up to 38.3 µM), for inactives: at the highest dose activity change, negative = inhibition, usual class: inhibitors | 410,000 compounds, 0.13% hits | HEK293 cAMP-luciferase reporter cells, luminescence, 24 h;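 note: loss of luciferase light is scored as toxicity; potency is the fitted concentration of half-maximal effect; % is set by controls: 0 for no effect and ±100 for the full control effect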
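Cells in DMEM/10% Nu serum/1% pen-strep, 1536-well format. Pre-incubated 12 h, dosed with 23 nL compound, incubated a further 24 h. Luciferase detection, 12 min at room temp, luminescence.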
D3 antag: qHTS of D3 Dopamine Receptor Antagonist: qHTS. D3R cells, DiscoveRx beta-arrestin luminescence, antagonist mode; active compounds read low. max response, negative = inhibition, %. 360,000 compounds, 2.5% hits. AID 652054, 2013; in the data active = max response below about -50%; inconclusive = no clear call, values can overlap the other calls; note: % is set by controls: 0 for no effect and ±100 for the full control effect; mostly tested at two doses, the higher about 12 µM
Target sequence (P35462 whole entry, looked up): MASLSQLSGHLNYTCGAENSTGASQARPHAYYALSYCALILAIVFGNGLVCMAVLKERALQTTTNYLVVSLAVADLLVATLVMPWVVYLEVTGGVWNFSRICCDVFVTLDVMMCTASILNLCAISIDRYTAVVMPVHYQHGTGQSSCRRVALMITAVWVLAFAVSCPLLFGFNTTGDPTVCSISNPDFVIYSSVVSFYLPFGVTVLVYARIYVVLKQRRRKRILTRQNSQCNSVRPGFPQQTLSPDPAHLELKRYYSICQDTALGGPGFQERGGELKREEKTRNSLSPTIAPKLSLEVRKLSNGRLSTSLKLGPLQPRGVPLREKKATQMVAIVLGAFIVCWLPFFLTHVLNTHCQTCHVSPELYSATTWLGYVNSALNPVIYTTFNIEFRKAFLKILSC
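Cells plated overnight at 1500 cells/well, then exposed to library compounds with dopamine controls for 90 minutes at 37 degrees C. DiscoveRx reagent added for 30–60 minutes at room temperature; luminescence read, quantitative HTS format.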
GLP1R inv ag: qHTS of GLP-1 Receptor Inverse Agonists (Inhibition Mode); Glucagon-like peptide 1 receptor (Homo sapiens), P43220; HEK293 GLP-1R CRE-luciferase, luminescence, 24 h; GLP-1R form is constitutively active; Potency, µM (doses to about 38.3 µM), for the others: at the highest dose activity change, negative = inhibition, most hits filed as inhibitors; 410,000 compounds, 1.6% hits; AID 624417, 2012; note: potency is the fitted concentration of half-maximal effect; % is set by controls: 0 for no effect and ±100 for the full control effect; nearly all actives have a fitted effect of over 55% in size
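Readout was luciferase luminescence, measured 12 min after detection reagent at room temperature. Beforehand, GLP-1R reporter HEK293 cells had sat 12 h, then received compounds for 24 hr at 37 deg C.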
KB-V1 MDR tox: qHTS assay for MDR1-selective chemotherapeutics: Primary screen using the drug-selected MDR subline cells KB-V1; Potency, µM (series often up to 46.1 µM), inactives show at the top dose activity change, negative = cytotoxicity, actives largely listed as cytotoxic; KB-V1 MDR cells viability, CellTiter-Glo, 72 h; 400,000 compounds, 3.4% hits; AID 1347076, 2019; note: potency is the fitted concentration of half-maximal effect; % is set by controls: 0 for no effect and ±100 for the full control effect; nearly all actives have a fitted effect of over 60% in size
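Readout: CellTiter-Glo luminescence, 10 min after addition. Cells: KB-V1 MDR subline, 72 h at 37 degrees C with compound. Analysis: corrected, normalized data fitted to concentration-effect curves.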
PTHR1 ag: qHTS for PTHR1 Agonists: Primary Screen | HEK293 GP2 PTHR1 cells, GloSensor cAMP luminescence, 1 h | Potency, µM (doses to about 115 µM), without a hit: at the top dose activation, hits mostly activators | 410,000 compounds, 0.075% hits; note: potency is the fitted concentration of half-maximal effect; nearly all actives have a fitted effect of over 55% in size; some results filed as inactive show a strong effect at the top dose; inactives centre near -15; many of its hits are not listed in these tables
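HEK-293-derived GP2 cells expressing PTHR1 and a GloSensor cAMP reporter, 3,000/well, plated overnight, given luciferin plus IBMX (each 0.5 mM as added) for 1 h at 37 °C, then compound for 1 h at 37 °C. Luminescence was read after 15 min at room temperature.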
aSyn rescue: qHTS of alpha-syn Inhibitors; 370,000 compounds, 0.14% hits; Potency, µM (series often up to 46.1 µM), for inactives: top-dose growth rescue (activation), usual class: activators; Yeast expressing alpha-synuclein, growth rescue, BacTiter-Glo, 24 h; AID 652106, 2013; note: potency is the fitted concentration of half-maximal effect; % of control where 0% means no effect; nearly all actives have a fitted effect of over 65% in size
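Screening used galactose-induced yeast with toxic alpha-synuclein levels, exposed to compound for 24 hr at 30 deg C. Cell growth, read with BacTiter-Glo luminescence, gave the measured signal.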
DRD3 agonist: qHTS of D3 Dopamine Receptor Agonist: qHTS; D(3) dopamine receptor (Homo sapiens), P35462; D3R DiscoveRx beta-arrestin cells, luminescence, 90 min; max activation, %; 410,000 compounds, 0.58% hits; AID 652048, 2013; in the data active = max activation above about 30%; note: 0% is about no effect; mostly tested at two doses, the higher about 12 µM
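Agonist mode: compounds and dopamine controls were applied to plated cells for 90 min at 37 degrees C after an overnight attachment at 1500 cells/well. Luminescent read-out followed 30 - 60 minutes at room temperature with DiscoveRx detection reagent.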
TDP-43 yeast inh: qHTS of TDP-43 Inhibitors; 410,000 compounds, 1.8% hits; AID 652104, 2013; Potency, µM (titrated, usually from 46.1 µM), without a hit: at the top dose growth rescue (activation), usual class: activators; TDP-43 expressing yeast growth rescue, BacTiter-Glo, 24 h; note: potency is the fitted concentration of half-maximal effect; % of control where 0% means no effect; nearly all actives have a fitted effect of over 50% in size
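Readout is BacTiter-Glo luminescence of cell growth, so inhibitors register as activators. TDP-43-expressing yeast at OD600=0.02 in galactose medium, after raffinose pregrowth to mid-log, were incubated with compound for 24 hr at 30 deg C.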
The depositor's hits bear a star; i = inactive; ? = inconclusive; / = not tested or not shown; [ ] = dose if it differs, or a comment. Unless noted, calls come from the whole dose curve; as a rule, active = well fitted curve in the direction sought with a large enough effect; inconclusive = small, poorly fitted or top-dose-only effect, or another doubt; inactive = no such curve, though single readings can be large; an effect the other way counts as inactive or inconclusive. An excerpt; the hit share may differ from the screen's.

Results follow in this order: GLP-1R agonist, GLP1R cytotox, D3 antag, GLP1R inv ag, KB-V1 MDR tox, PTHR1 ag, aSyn rescue, DRD3 agonist, TDP-43 yeast inh
1) COc1ccccc1N1CCN(S(=O)(=O)c2ccccc2F)CC1
    -1%, 9%, -6, -14%, 12%, -82%[inhibitor], -3%, -14, -1%
2) CC(C)(C)n1cnnc1Sc1ccc([N+](=O)[O-])cn1
    -4%, 7%, ?, -26%, 18%, -12%, -11%, 0, -8%
3) CC1CC(C)CN(S(=O)(=O)c2ccc3c(c2)NC(=O)C(C)C(=O)N3)C1 (stereo not given)
    -2%, -10%, 10, -4%, -5%, i, ?, 2, 20%
4) Cc1nn(C)c(Oc2ccccc2)c1CCNC(=O)CCl
    -4%, -19%, 21, ?, -13%, i, 2%, 1, 5%
5) COCCn1c(SCC(=O)Nc2ccccc2OC)nc2c(oc3ccccc32)c1=O
    1%, -4%, 15, 5%, ?, ?, 0%, -5, 8%
6) O=C(/C=C/c1ccc(F)cc1)NC(=S)Nc1ccccc1
    4%, -29%, 5, 24%, 3%, -12%, -10%, 4, 3%
7) CC(=O)c1csc(-c2ccccc2)n1
    14%, 3%, -20, 8%, 25%, 3%, -1%, -6, -19%[0.397 µM]
8) CCN(C(=O)COC(=O)/C(=C/c1ccccc1)n1nnnc1C)C1CCCCC1
    -6%, -14%, 6, ?, ?, -48%[inhibitor], 8%, 3, 20%
9) CCNC(=O)Nc1ccc(-n2nc(C)c(C(=O)OCC)c2C)nc1
    12%, -2%, 6, 11%, -13%, i, 26%, 1, 2%
10) CCOC(=O)c1cc(-c2ccccc2)n(CCC(=O)Nc2ccc(C)cc2Cl)c1C
    /, -17%, /, -17%, 8%, i, /, -3, 12%
11) NC(=O)NC(=O)CN1C(=O)NC2(CCOc3ccccc32)C1=O (stereo not given)
    2%, -3%, 5, 14%, 2%, i, 1%, -2, -2%
12) CC(C)(C)OC(=O)N1CCN(c2ccc(NC(=O)c3ccco3)cc2)CC1
    -1%, 3%, 10, ?, ?, -33%[inhibitor], -13%, 2, 17%
13) O=C(CSc1ccc(-c2ccccc2)nn1)c1cccs1
    6%, -3%, -1, 21%, ?, -7%, -1%, -9, -31%
14) COc1cccc(C2=NOC(C(=O)Nc3cc(C)on3)C2)c1OC (stereo not given)
    2%, -12%, 14, 6%, 6%, -21%, ?, -3, -5%
15) CC(NC(=O)c1cc(S(=O)(=O)N(C)C)ccc1Cl)c1ccc(-n2ccnc2)cc1 (stereo not given)
    3%, 2%, 14, 7%, 7%, i, -4%, 9, -9%
16) COc1ccc(Nc2nc(N)nc(CSc3nncn3C)n2)cc1
    -13%, 9%, -20, -2%, -2%, 26%[57.5 µM], -2%, -3, -23%
17) O=C(Nc1nnc(C2=COCCO2)o1)c1cccc([N+](=O)[O-])c1
    -11%, 16%, -26, 24%, -5%, -15%, -2%, -7, 9%
18) Cc1nc2ccc(Br)cn2c1C(=O)N/N=C\c1ccccc1Cl
    1%, 2%, 2, 9%, 0%, -91%[inhibitor], 6%, 1, 15%
19) COc1cc(C=O)ccc1OCC(=O)Nc1ccccc1N1CCOCC1
    18%, -4%, 18, 0%, /, -3%, 11%, 1, 8%
20) Cc1cccc(N2CCN(C(=O)Cc3ccc(Br)cc3)CC2)c1C
    -2%, -12%, -7, ?, ?, -29%[57.5 µM], 5%, -18, 3%
21) Cc1ccc(Cl)cc1N1CCN(S(=O)(=O)c2c(C)[nH]c(=O)[nH]c2=O)CC1
    -7%, -13%, 10, 4%, 10%, i, 6%, 2, 5%
22) CCNC(=O)C1(C)CCN(Cc2ccc(C(=O)OCC)o2)C1 (stereo not given)
    7%, 1%, -11, 4%, 2%, i, 4%, -12, 12%
23) Cc1nnc(SCc2cc(=O)n3cccc(C)c3n2)s1
    /, -12%, /, 5%, /, 1%, /, -22, 13%
24) CCS(=O)(=O)N1CCC(C(=O)Oc2ccccc2Br)CC1
    -3%, 3%, 21, 13%, 9%, -32%[inhibitor], 6%, 5, ?
25) CC1CC(C(F)F)n2nc(C(=O)O)cc2N1 (stereo not given)
    -16%, 5%, -8, -1%, 9%, -9%[57.5 µM], -5%, -21, -14%
26) Cc1ccc(Cn2c(CNC(=O)CCc3ccccc3)nc3cccnc32)cc1
    /, 3%, /, 5%, /, i, /, -2, -4%
27) CCCOc1cccc(NC(=O)c2c(-c3ccccc3)noc2C)c1
    -4%, -5%, 19, ?, -26%, i, 4%, -6, 4%
28) C=C(C)Cn1c(=O)c2c(nc3n2CCN3c2ccc(F)cc2)n(C)c1=O
    /, -7%, /, 6%, /, 4%, /, 10, 15%
29) Cc1c(C(=O)N2CCCCCC2)c(S(=O)(=O)Nc2ccccc2F)c(C)n1C
    -3%, -3%, -25, -7%, -1%, -14%, -5%, -18, -27%
30) Cc1cccc(NC(=O)C2CCN(S(=O)(=O)c3c(C)noc3/C=C/c3ccco3)CC2)c1
    /, 14%, /, 13%, /, -43%[inhibitor], /, 7, 2%
31) CCCCCCCC1CC(CSC(=N)N)OC1=O (stereo not given)
    -9%, ?, ?, 0%, -5%, i, 11%, 1, 1%
32) CC(C)(C)c1cc(C(C)(C)C)c2oc(=O)c(-c3nc4ccccc4[nH]3)cc2c1
    /, 33%[activator], /, -7%, -6%, i, /, 21, 21%
33) CSc1nc(-c2ccccc2)nc(C(Cl)Cl)n1
    -10%, -4%, ?, -25%, 12µM*, i, -8%, -6, -8%
34) NC(=O)CC(NC(=O)Cc1ccc(Br)cc1)c1ccc(N2CCC(Br)CC2)c([N+](=O)[O-])c1 (stereo not given)
    13%, -34%, -28, -28%, 22%, -16%, -7%, -24, 2%
35) Cn1c(=O)c2[nH]c(-c3ccccc3)c(O)c2n(C)c1=O
    0%, 3%[1.53 µM], 1, 1%, -27%, i, -2%, 4, 11%
36) NS(=O)(=O)c1cccc(NC(=O)CSc2nc3ccccc3c(=O)n2Cc2ccco2)c1
    10%, -29%, 2, ?, -4%, i, 1%, -9, 7%
37) CCOC(=O)c1c(NC=O)sc2c1CCC2
    ?, 18%, -21, 12%, ?, -5%, -1%, -11, 21%
38) O=C(NC(=S)Nc1cccc2c(O)cccc12)c1ccccc1[N+](=O)[O-]
    11%, -20%, -19, 24%, 5%, -14%, 1%, -1, -10%
39) COC(=O)CN1C(=O)N/C(=C/c2ccc(OC)c(C)c2OC)C1=O
    10%, -1%, -3, -3%, -2%, i, 0%, 0, 5%
40) COCCCN1CN=C(Nc2nc3ccccc3o2)NC1
    0%, 19%[7.66 µM], -20, -4%[7.66 µM], -15%, ?, -5%, 2, 10%
41) Clc1ccc2c(c1)-c1nnc(Br)n1-c1ccccc1S2
    3%, -6%, -22, ?, 0%, i, 1%, 0, ?
42) Cc1[nH]nc2c1C1(CCN(C(=O)c3ccccc3)CC1)C(C#N)=C(N)O2
    0%, 28%, -9, 0%, 5%, -16%, 2%, -8, 3%
43) OC(CN1C2=NCCCN2c2ccccc21)c1ccc(Cl)cc1 (stereo not given)
    -4%, 0%, -6, ?, -17%, -11%, -1%, -10, 11%
44) CN(CCCNC(=O)c1cccc(N2CCCC2=O)c1)c1ccccc1
    -1%, -1%, 15, 2%, ?, -24%[57.5 µM], -6%, 5, -12%
45) Cc1ccc(-c2cccc(OC(=O)c3ccccc3F)c2)cc1
    2%, 1%, 33, 31%[activator], 2%, i, 3%, 6, 12%
46) CC(OC(=O)Cc1n[nH]c(=O)c2ccccc12)C(=O)Nc1ccc(Cl)cn1 (stereo not given)
    13%, 5%, 6, 57%[activator], -18%, i, -5%, -5, -12%

Fetched by structure from above:
Results follow in this order: GLP-1R agonist, GLP1R cytotox, D3 antag, GLP1R inv ag, KB-V1 MDR tox, PTHR1 ag, aSyn rescue, DRD3 agonist, TDP-43 yeast inh
15) CC(NC(=O)c1cc(S(=O)(=O)N(C)C)ccc1Cl)c1ccc(-n2ccnc2)cc1 (stereo not given)
    3%, 2%, 14, 7%, 7%, i, -4%, 9, -9%
12) CC(C)(C)OC(=O)N1CCN(c2ccc(NC(=O)c3ccco3)cc2)CC1
    -1%, 3%, 10, ?, ?, -33%[inhibitor], -13%, 2, 17%
44) CN(CCCNC(=O)c1cccc(N2CCCC2=O)c1)c1ccccc1
    -1%, -1%, 15, 2%, ?, -24%[57.5 µM], -6%, 5, -12%
24) CCS(=O)(=O)N1CCC(C(=O)Oc2ccccc2Br)CC1
    -3%, 3%, 21, 13%, 9%, -32%[inhibitor], 6%, 5, ?

Filtered by structure, those above containing two or more sulfur atoms (3)
Results follow in this order: GLP-1R agonist, GLP1R cytotox, D3 antag, GLP1R inv ag, KB-V1 MDR tox, PTHR1 ag, aSyn rescue, DRD3 agonist, TDP-43 yeast inh
13) O=C(CSc1ccc(-c2ccccc2)nn1)c1cccs1
    6%, -3%, -1, 21%, ?, -7%, -1%, -9, -31%
23) Cc1nnc(SCc2cc(=O)n3cccc(C)c3n2)s1
    /, -12%, /, 5%, /, 1%, /, -22, 13%
36) NS(=O)(=O)c1cccc(NC(=O)CSc2nc3ccccc3c(=O)n2Cc2ccco2)c1
    10%, -29%, 2, ?, -4%, i, 1%, -9, 7%

Values by screen from above:
PTHR1 ag for entries 39–43, in order: i, ?, i, -16%, -11%
D3 antag for entries 39–43, in order: -3, -20, -22, -9, -6
aSyn rescue for entries 39–43, in order: 0%, -5%, 1%, 2%, -1%
